DSG3 Ab inh: inhibitors of pemphigus antibody binding to DSG3, primary screen, biochemical, bead-based, flow cytometry, scFv-GFP; actives 0.48% (n = 310,000); binding (percent of control), % at 10 µM; Desmoglein-3 (Homo sapiens), P32926; DSG3-coupled beads, scFv-anti-DSG3-GFP binding; active compounds read low;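 active = binding more than 3 SD below its plate's average and above zero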;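 also: hits lower antibody fragment binding to DSG3; some compounds called inactive have numbers as strong as hits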
C-LANA FP: inhibitors of KSHV C-LANA binding to DNA, primary screen, biochemical, fluorescence polarization, FAM-LBS DNA, MBP-C-LANA, single point; Kaposi's sarcoma herpesvirus LANA C-terminal domain (residues 932-1162) DNA binding; inhibition, % at 9 µM; actives 0.078% (n = 340,000); AID 504423, 2011;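 active = highest replicate inhibition at or above 60% at 9 µM, even if other replicates fall short; inactive = all replicates below 60% inhibition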;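 also: 0% = neutral control wells and 100% = 4 µM acridine orange control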
V-ATPase pHluor: regulators of yeast V-ATPase proton pumping, primary screen, pHLuorin cytosolic pH fluorescence; S. cerevisiae; response, % at 10 µM; actives 0.37% (n = 350,000); AID 504577, 2011; in the data active = response mostly above about 7.3%, no sharp cut-off; inactive = mostly below about 5.4%; also: actives read high; inactives centre near 0; some compounds called inactive have numbers as strong as hits
CAL PDZ FP-1: untagged CAL PDZ binding inhibitors, primary screen, biochemical, fluorescence polarization, HTS. Golgi-associated PDZ and coiled-coil motif-containing protein (Homo sapiens), Q9HD26. inhibition, % at 24.9 µM. purified CAL PDZ, TMR-peptide fluorescence polarization, 1 h. actives 0.92% (n = 300,000). AID 602252, 2012;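 active = mean inhibition of at least 30% with at least half of replicates also reaching 30%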;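 also: 0% = DMSO neutral control and 100% = excess unlabeled competitor peptide PRC23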
DAGLB inh: DAGLB lipase inhibitors, primary screen, biochemical, fluorescence, HTS | HEK293T DAGLB membrane lysate, EnzChek fluorogenic substrate | Diacylglycerol lipase-beta (Homo sapiens), Q8NCG7 | AID 504411, 2011 | inhibition, % at 5.17 µM | actives 0.059% (n = 340,000); in the data active = inhibition above about 34%;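 also: 0% = enzyme with vehicle and 100% = wells lacking enzyme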
CAL PDZ FP-2: CAL PDZ peptide-binding inhibitors, primary screen, biochemical, fluorescence polarization, Cer-tagged CAL PDZ, HTS; Golgi-associated PDZ and coiled-coil motif-containing protein (Homo sapiens), Q9HD26; purified CAL PDZ, TMR-peptide fluorescence polarization, 1 h; inhibition, % at 20 µM; actives 0.02% (n = 330,000); AID 504414, 2011;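 active = highest replicate inhibition of at least 40%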;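 also: plate controls were DMSO neutral control wells for no effect and unlabeled competitor peptide control wells for full effect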
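Material – purified CerCALP PDZ construct · Detection – FP readout, S and P plane fluorescence · Measure – percent inhibition from loss of millipolarization · Controls – unlabelled peptide for full inhibition, DMSO wells as neutral · Probe or stimulus – TMR-labelled reporter peptide T*-PRC34 bound in PDZ groove · Times – 1 h at RT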
Arrestin-AP2 inh: inhibitors of beta-arrestin/AP2 binding, primary screen, biochemical, GPCR trafficking, flow cytometry; FITC-arrestin peptide / GST-AP2 beads; AP2 beta2 appendage carries R879A mutation; AID 504490, 2011; actives 0.31% (n = 340,000); inhibition, % at 10 µM;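 active = inhibition above a set limit, near 3 SD of compounds lacking own fluorescence, cut at about 54% in these data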;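 also: plate controls were DMSO wells for no effect and 5 µM unlabelled arrestin peptide for full effect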
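System: GST-AP2 R879A glutathione beads | Also added: FITC-arrestin peptide, 50 nM | Times: 12 min plus 1 h, RT | Signal: Bead flow cytometry, FITC channel | Buffer or medium: PBS with 0.05% Tween 20 and 0.1% BSA | Read-out basis: Percent drop in bead-associated FITC signal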
NSD2 inh: NSD2 histone methyltransferase inhibitors, primary screen, biochemical, AlphaScreen, single concentration, set 2; Histone-lysine N-methyltransferase NSD2 (Homo sapiens), O96028; NSD2 peptide methylation, 120 min; inhibition, % at 12.5 µM; actives 0.54% (n = 310,000); AID 743445, 2014; in the data active = inhibition above about 50%
Target sequence (O96028 whole entry, looked up): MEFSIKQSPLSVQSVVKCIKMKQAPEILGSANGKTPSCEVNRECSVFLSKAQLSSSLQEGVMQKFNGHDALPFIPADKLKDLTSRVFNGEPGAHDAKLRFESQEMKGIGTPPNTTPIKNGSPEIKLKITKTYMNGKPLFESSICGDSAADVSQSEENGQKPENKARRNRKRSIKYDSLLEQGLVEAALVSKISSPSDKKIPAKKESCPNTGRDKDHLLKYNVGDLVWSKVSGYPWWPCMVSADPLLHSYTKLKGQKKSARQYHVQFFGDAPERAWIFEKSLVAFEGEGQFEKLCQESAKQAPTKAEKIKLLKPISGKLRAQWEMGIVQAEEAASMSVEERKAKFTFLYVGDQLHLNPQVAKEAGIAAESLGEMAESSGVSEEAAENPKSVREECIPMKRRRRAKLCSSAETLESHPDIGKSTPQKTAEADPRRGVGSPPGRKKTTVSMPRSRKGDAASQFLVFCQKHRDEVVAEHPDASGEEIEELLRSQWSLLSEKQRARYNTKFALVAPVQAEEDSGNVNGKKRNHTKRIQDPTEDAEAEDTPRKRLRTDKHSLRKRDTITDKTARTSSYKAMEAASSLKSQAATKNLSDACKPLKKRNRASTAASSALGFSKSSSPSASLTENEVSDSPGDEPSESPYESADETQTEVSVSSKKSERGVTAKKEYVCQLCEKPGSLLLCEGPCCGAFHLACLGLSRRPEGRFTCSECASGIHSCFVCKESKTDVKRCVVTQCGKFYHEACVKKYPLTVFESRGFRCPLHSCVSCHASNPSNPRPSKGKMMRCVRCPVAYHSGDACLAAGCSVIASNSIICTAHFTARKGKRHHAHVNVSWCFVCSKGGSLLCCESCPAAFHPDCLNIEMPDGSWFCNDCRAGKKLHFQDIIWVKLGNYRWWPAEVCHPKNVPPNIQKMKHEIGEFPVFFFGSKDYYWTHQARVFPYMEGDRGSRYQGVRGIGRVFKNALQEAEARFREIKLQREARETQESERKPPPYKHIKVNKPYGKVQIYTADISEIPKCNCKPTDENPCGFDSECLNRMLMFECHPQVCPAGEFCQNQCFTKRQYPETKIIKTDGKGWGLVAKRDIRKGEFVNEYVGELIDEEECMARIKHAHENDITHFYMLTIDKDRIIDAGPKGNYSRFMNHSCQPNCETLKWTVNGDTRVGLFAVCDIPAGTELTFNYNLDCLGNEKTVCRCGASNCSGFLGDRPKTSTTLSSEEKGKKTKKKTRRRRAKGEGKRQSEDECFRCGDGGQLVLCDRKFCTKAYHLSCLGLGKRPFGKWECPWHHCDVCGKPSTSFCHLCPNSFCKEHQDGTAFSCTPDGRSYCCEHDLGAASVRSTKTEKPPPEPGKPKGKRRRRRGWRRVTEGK
Keap1 Nrf2 FP: Keap1-Nrf2 protein-protein interaction inhibitors, primary screen, biochemical, fluorescence polarization, single point; Keap1 Kelch-Nrf2 peptide fluorescence polarization, 1536-well; inhibition, % at 9.4 µM; actives 0.15% (n = 340,000); in the data active = inhibition above about 12%;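 also: human Keap1 Kelch domain with fluorescein labeled Nrf2 9mer peptide probe; 0% = neutral control wells and 100% = peptide positive control; higher means more block of Keap1 binding to Nrf2 peptide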
Cardiac RTF inh: cardiac RTF calcium sensitivity inhibitors, primary screen, biochemical, IANBD-TnC fluorescence, EC70 calcium; actives 0.12% (n = 340,000); inhibition, % at 7.15 µM; Troponin I, cardiac muscle (Homo sapiens) + Troponin T, cardiac muscle (Homo sapiens) + …; IANBD-labeled cardiac RTF, Ca2+ fluorescence; AID 493244, 2011;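 active = inhibition above the mean inhibition of all tested compounds plus 3 SD, cut at about 17% in these data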;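 also: assay run at fixed EC70 calcium of 1.6 mM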
Starred values were filed as active, the others as inactive; nt = not tested or not shown. A portion of the library. The share of hits here may be higher or lower than overall.

smiles	DSG3 Ab inh	C-LANA FP	V-ATPase pHluor	CAL PDZ FP-1	DAGLB inh	CAL PDZ FP-2	Arrestin-AP2 inh	NSD2 inh	Keap1 Nrf2 FP	Cardiac RTF inh
COc1cccc(COC(=O)Cc2ccc(S(=O)(=O)N3CCOCC3)s2)c1OC	96.2	0.4	6.7	-6.2	-2.6	0.7	-4.5	-11.1	-4.0	1.0
COC(=O)c1ccc(/C=C/C(=O)OCC(=O)Nc2ncc(Cl)cc2Cl)cc1	nt	2.8	-1.6	-7.1	0.2	-0.1	-15.3	-0.7	-4.6	-5.7
CN1CCN(C(=O)c2ccc(-c3cccs3)s2)CC1	95.4	0.0	-23.9	nt	nt	-0.3	13.2	1.2	-9.7	nt
CSC(=NC#N)N1CCN(c2ccc(Cl)cc2)CC1	nt	0.4	-3.7	-2.6	3.8	-0.5	0.5	10.4	-0.8	1.0
CN1CCC=C(C(=O)N2c3ccccc3Sc3ccc(Cl)cc32)C1	109.2	0.7	-0.6	-4.7	0.1	-0.9	46.7	8.4	0.0	1.6
O=C(O)COc1ccc2c(c1)O/C(=C\c1cccs1)C2=O	92.7	1.0	-0.8	-0.6	3.8	-3.5	8.0	-1.5	-3.7	-6.6
CCOc1ccc(CCNC(=O)CCS(=O)(=O)c2ccc(OC)cc2)cc1OCC	86.0	3.2	-1.9	-2.3	0.0	-1.4	2.4	21.1	1.5	6.2
O=C1c2[nH]nc(-c3ccccc3O)c2C(c2ccc(F)cc2)N1CC1CCCO1 (stereo not given)	97.1	0.0	-0.8	-4.2	0.0	0.7	-8.9	-1.1	-0.1	-2.7
COc1ccccc1OC(=O)c1ccc2nsnc2c1	102.9	1.0	0.8	-0.3	-7.9	-1.2	5.0	3.7	-4.0	-4.2
CCSc1nnc(CNC(=O)C23CC4CC(CC(C4)C2)C3)n1Cc1ccccc1	102.4	0.5	-1.1	-2.4	1.3	-0.6	-8.2	-2.2	-2.0	1.2
Cc1ccc2nc(C)cc(OCC(=O)O)c2c1	98.3	-0.2	-0.8	3.6	-0.8	-1.3	-0.8	-7.9	-0.7	-12.5
O=C(NC1CCN(S(=O)(=O)c2ccc(Cl)c(F)c2)CC1)c1cccnc1	nt	-0.9	-0.1	-4.3	0.8	-2.5	3.9	nt	0.0	4.8
COc1ccc(NS(=O)(=O)c2cc3c(cc2C)N(C(C)=O)CCO3)cc1	96.1	0.5	6.5	nt	2.8	-0.4	-1.0	nt	-4.3	0.4
N#Cc1c(NC(=O)c2ccc(Br)o2)n(-c2ccccc2)c2nc3ccccc3nc12	88.2	-0.7	-2.0	-1.0	3.7	-0.2	-8.4	177.2*	-7.6	-14.9
COCCCNC(=O)c1cc2c(=O)n(C)c3ccccc3c2n1C	112.1	0.1	1.2	nt	-0.2	1.2	19.7	nt	-0.5	0.3
COC(=O)C(CCSC)NC(=O)c1cc2c(n(-c3ccc(C)cc3)c1=O)CCCC2=O (stereo not given)	98.6	-9.2	-1.4	-1.0	0.1	-1.1	48.7	0.3	5.2	-7.7
COC(=O)/C=C1/SC(=NC(=O)c2ccccc2)NC1=O	100.5	-0.7	0.3	-7.1	4.4	0.2	-5.8	-0.2	-3.5	-0.5
Nc1nn2c(-c3ccccc3)cc(=O)[nH]c2c1N=Nc1ccc(O)cc1	99.3	-0.2	-0.3	-3.7	15.8	-0.1	15.6	nt	-3.3	-2.4
Cc1ccc2nc(NCc3ccccc3)c(C=NCc3ccccc3)c(=O)n2c1	85.0	-0.9	0.4	-2.5	-5.3	-4.5	2.2	-33.9	-0.5	-10.1
O=C(Nc1cccc([N+](=O)[O-])c1)c1cc(S(=O)(=O)Nc2ccccn2)ccc1Cl	102.1	-2.6	0.2	43.8*	0.3	-0.4	-4.0	3.2	0.4	4.4
C/C(=N/NC(=O)c1ccoc1C)c1cccc(NC(=O)C2CC2)c1	95.4	2.0	3.2	0.0	0.1	-0.3	-9.3	0.1	2.3	-17.8
COc1ccc(NC2CC(=O)N(c3cccc(C)c3)C2=O)cc1 (stereo not given)	99.1	-0.1	3.6	-4.2	5.2	nt	3.2	4.5	2.1	0.1
Cc1ccc(S(=O)(=O)NCCC(c2ccccc2)c2ccccc2)cc1C(=O)O	99.8	-0.3	-2.8	3.3	7.7	-1.4	-13.2	4.5	-2.5	6.8
Cc1ccc(OCc2cc(C(=O)N3CCN(CC(=O)NC(C)C)CC3)no2)cn1	95.3	1.0	-2.3	-1.6	-2.2	-1.4	-7.5	-4.0	0.6	-2.0
COCCNC(=O)C(c1ccc(C)o1)N(C(=O)c1snc(C(N)=O)c1N)c1cc(C)cc(C)c1 (stereo not given)	122.0	1.1	-1.0	0.6	-1.4	-1.1	-1.7	-2.3	-3.2	-4.1
O=C(Nc1nnc(SCC(=O)N2CCCCC2)s1)C1CCCCC1	nt	-1.6	3.6	-2.5	-6.0	1.5	8.0	nt	0.1	1.9
COC(=O)C1=C(C)N(c2ccc(OC)c(OC)c2)C(=O)/C1=C\c1cccs1	102.6	-1.4	-1.3	-0.6	2.0	-0.3	4.3	1.4	-4.8	6.0
CCOC(=O)c1[nH]c(=O)c2ccccc2c1O	100.2	-0.9	-5.9	-1.8	-3.1	-0.2	-3.1	2.2	-3.6	-3.0
CCC1=Nc2cc(C(=O)NCCN3CCOCC3)ccc2Sc2ccc(C)cc21	120.2	-0.2	9.8	-3.0	-2.4	-2.4	-5.0	1.4	-2.3	-12.3
CC(=O)NC1C(OCc2cccc(Br)c2)OC(COC(C)=O)C(OC(C)=O)C1OC(C)=O (stereo not given)	101.1	1.1	-0.2	nt	-0.3	-0.8	-22.2	-10.6	-0.5	-1.4
Nc1ccc(CN2CCOCC2)cc1	103.1	-0.5	1.8	0.7	-0.5	-2.2	23.1	8.8	-2.0	-0.4
CC(C)[C@H](NS(=O)(=O)c1ccc2c(c1)OCCO2)C(=O)OCC(=O)Nc1cc(Cl)ccc1Cl	96.3	0.9	1.2	-3.4	-9.8	0.2	4.0	-2.7	-6.7	4.9
Cc1ccc(CNC(=O)C2CCN(S(=O)(=O)c3cnc[nH]3)CC2)cc1	101.3	0.0	-1.6	1.9	-0.8	1.0	14.0	nt	-2.9	-4.4
Cc1ccc(OCCCSc2n[nH]c(N)n2)cc1	86.2	-0.2	-0.2	-0.2	-1.3	-2.6	-3.2	0.3	-6.6	-5.0
Cc1ccc(CN(C)C(=O)c2cccc(S(=O)(=O)N3CCCC3)c2)cc1	92.8	0.1	1.8	19.2	-0.2	-1.0	-12.8	-1.1	-5.6	-9.9
O=C(CN1CCc2ccccc2C1)N1CCN(S(=O)(=O)c2ccccc2)CC1	103.2	1.1	3.5	-1.2	-0.3	-0.5	13.0	1.5	-0.7	-3.4
O=C(NCC1CCCO1)c1cccc(NS(=O)(=O)c2ccccc2)c1 (stereo not given)	105.5	1.6	-0.7	nt	3.0	-1.0	0.2	-1.3	2.0	10.9
O=C(Cn1ncc2c(=O)oc3ccccc3c21)N1CCN(c2ccccn2)CC1	99.0	4.7	-2.4	1.6	-5.7	nt	-2.5	1.2	1.8	-9.6
COc1ccccc1CNC(=O)CCCc1ccccc1	97.4	0.2	-2.4	-0.5	-4.9	-1.5	-3.3	nt	4.5	-10.5
O=C(Cc1ccccc1Cl)Nc1cccc(S(=O)(=O)N2CCOCC2)c1	106.4	-0.8	-4.8	-0.9	-0.1	-1.0	5.7	-0.5	-4.1	-25.7
Cc1ccc(C)c(Nc2nc3ccc(C)cc3n3cnnc23)c1	109.4	0.7	3.6	-2.8	-5.8	-0.3	12.1	3.3	-0.7	-5.6
Cc1cc(-c2nn3c(C)nnc3s2)ccc1NC(=O)C(C)(C)C	107.2	0.3	4.6	-0.9	-1.3	-2.0	3.4	-3.3	8.2	0.9
COc1ccc(NC(=O)C2CCN(C(=O)c3cccs3)CC2)cc1	93.5	0.4	4.5	-2.7	-1.0	1.6	-1.7	-0.9	-8.1	-7.8
Cc1nn(C)cc1C(=O)Nc1cc(Oc2ccc(Cl)cc2)cc([N+](=O)[O-])c1	96.7	-0.4	0.4	nt	-2.2	-0.6	0.6	-0.9	-3.0	-0.6
CSc1ccc(/C=N\Nc2nncn2N)cc1	111.0	0.2	2.0	-7.5	-0.8	1.5	-13.9	-0.2	0.6	-5.0
CC1(C)CC(=O)C2=C(C1)Nc1[nH]n(-c3ccccc3)c(=O)c1C2c1ccc2c(c1)OCO2 (stereo not given)	97.7	0.2	0.3	-2.3	0.0	-0.5	-4.7	18.9	-4.1	-3.7
O=C(C=Cc1cccnc1)c1ccccc1	112.5	1.9	2.6	-9.4	0.7	0.3	7.8	-3.2	-10.1	-10.3
O=C(NC1=CC(=O)c2ccccc2C1=O)c1ccccc1	93.1	-0.1	-1.2	-2.9	-5.4	1.3	19.2	40.2	-0.1	-5.8
CC(C)(C)CC(=O)O/N=C(\N)c1ccncc1	97.7	0.7	-0.4	-2.4	-1.1	-0.7	-19.2	26.0	-4.9	-4.3
O=C(COc1ccccc1)Nc1ccccc1NS(=O)(=O)c1cccs1	107.9	0.6	nt	-2.2	3.6	-1.3	-3.2	0.3	-5.6	-3.7
Cc1nn(-c2ccccc2)c(C)c1C(=O)OCC(=O)NCc1ccco1	92.6	0.2	4.1	-2.9	-1.6	nt	4.8	1.9	-11.1	-1.6
C=CCOn1c(=O)c(-c2ccccc2)[n+]([O-])c2ccccc21	104.2	-0.2	-1.5	-0.9	1.0	-1.7	13.6	2.4	-4.8	-5.2

2 compounds picked at random from those above, as already listed:
smiles	DSG3 Ab inh	C-LANA FP	V-ATPase pHluor	CAL PDZ FP-1	DAGLB inh	CAL PDZ FP-2	Arrestin-AP2 inh	NSD2 inh	Keap1 Nrf2 FP	Cardiac RTF inh
COc1ccc(NS(=O)(=O)c2cc3c(cc2C)N(C(C)=O)CCO3)cc1	96.1	0.5	6.5	nt	2.8	-0.4	-1.0	nt	-4.3	0.4
CCSc1nnc(CNC(=O)C23CC4CC(CC(C4)C2)C3)n1Cc1ccccc1	102.4	0.5	-1.1	-2.4	1.3	-0.6	-8.2	-2.2	-2.0	1.2

From PubChem BioAssay
